PERK inh – blocks human PERK kinase; Q9NZJ5; CHO PERK-DD fusion, SEAP luminescence translation reporter; inhibition, % at 5.6 µM; 220,000 compounds, 0.17% hits;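 active = inhibition above the mean inhibition of all tested compounds plus 3 SD, set separately per screening campaign, cut at about 2.9% in these data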;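 note: PERK kinase domain activated by AP20187 dimerizer at 100 nM; 0% = DMSO with dimerizer and 100% = rapamycin at 8.4 µM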
FXIa inh 1536 – factor XIa (human) inhibition. 220,000 compounds, 0.14% hits. purified FXIa, Boc-Glu-Ala-Arg-AMC fluorogenic substrate. inhibition, % at 5 µM. P03951;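 active = inhibition of at least 40%; inactive = inhibition below 40%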;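 note: fluorescence of freed AMC excited at 355 nm; 0% = enzyme without compound and 100% = no enzyme blank; many of its hits are not listed in these tables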
p97 ATPase inh – inhibitors of human p97 ATPase | P55072 | recombinant p97 ATPase, Kinase-Glo ATP luminescence, 3 h | inhibition, % at 8 µM | 220,000 compounds, 0.42% hits | AID 1481; in the data active = inhibition above about 15%;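 note: 0% = DMSO vehicle and 100% = wells lacking enzyme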
KCC2 mod – KCC2 (human) Cl- transport modulation | 190,000 compounds, 2.2% hits | B-score of Tl+ flux slope (higher = more flux/activation; lower = inhibition) at 10 µM | KCC2 cells, thallium flux FluoZin-2 fluorescence;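 active = thallium flux slope and its plate-corrected score both differing from the plate sample mean at a set confidence after two filtering rounds, in either direction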;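 note: slope of fluorescence scaled to starting intensity during 10 to 20 s after thallium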
FXIIa inh – inhibitors of human coagulation factor XIIa; AID 800; purified FXIIa, Boc-QGR-AMC fluorogenic substrate, 2 h; 220,000 compounds, 0.3% hits; inhibition, % at 5 µM; P00748; in the data active = inhibition above about 40%;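 note: 0% = enzyme with no compound and 100% = blank without enzyme; many of its hits are not listed in these tables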
Target sequence (P00748 20-372 limits assumed): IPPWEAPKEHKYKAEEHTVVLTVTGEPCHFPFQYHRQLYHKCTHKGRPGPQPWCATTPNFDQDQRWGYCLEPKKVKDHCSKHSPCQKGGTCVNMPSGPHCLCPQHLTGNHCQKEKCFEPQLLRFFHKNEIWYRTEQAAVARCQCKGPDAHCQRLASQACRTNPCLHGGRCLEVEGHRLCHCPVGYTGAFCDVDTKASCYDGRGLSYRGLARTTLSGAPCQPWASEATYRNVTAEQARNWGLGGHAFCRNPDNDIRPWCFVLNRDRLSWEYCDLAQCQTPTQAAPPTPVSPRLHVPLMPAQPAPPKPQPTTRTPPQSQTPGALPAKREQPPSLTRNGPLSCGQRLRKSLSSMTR
Target sequence (P00748 373-615 limits assumed): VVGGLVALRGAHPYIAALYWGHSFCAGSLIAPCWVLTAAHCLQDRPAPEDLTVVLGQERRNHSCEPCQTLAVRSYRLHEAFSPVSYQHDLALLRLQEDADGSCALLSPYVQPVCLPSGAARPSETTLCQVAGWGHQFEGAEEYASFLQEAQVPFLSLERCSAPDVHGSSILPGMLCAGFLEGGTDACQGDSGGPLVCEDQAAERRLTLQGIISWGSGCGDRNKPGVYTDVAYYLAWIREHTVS
Furin inh – blocks human furin protease activity | purified furin, fluorogenic substrate cleavage | 220,000 compounds, 0.061% hits | P09958 | inhibition, % at 30 µM; in the data active = inhibition above about 25%; note: inactives centre near -15
Thrombin inh – blocks human thrombin protease activity; 220,000 compounds, 0.26% hits; AID 1046; alpha-thrombin, Boc-VPR-AMC fluorogenic substrate cleavage; inhibition, % at 5 µM;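 active = inhibition at or above 40%; inactive = inhibition below 40%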;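 note: 0% = enzyme with no compound and 100% = wells without enzyme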
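System: Human alpha-thrombin protein | Medium: pH 7.5 Tris (50 mM) with NaCl 150 mM, Tween 20 0.05% | Times: Enzyme reaction carried out at room temperature | Detection: AMC fluorescence, 355/460 nm | Evaluation: Percent inhibition scaled between no-compound controls and no-enzyme blanks | Benchmarks: Enzyme without compound as high, wells lacking enzyme as low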
Wee1 stabilizer – human Wee1 degradation inhibition, primary screen; reporter increase, % at 5 µM; 220,000 compounds, 1.2% hits; AID 1321; P30291; HeLa Luc-Wee1K328M stability, luciferase luminescence; 100% = proteasome inhibitor MG132 effect;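 active = activation above the mean of all tested compounds plus 3 SD, set per screening run, cut at about 8.8% in these data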;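 note: cells exposed to compound for 20 h before luminescence read; 0% = DMSO alone and 100% = MG132 at 30 µM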
hK5 inh – kallikrein 5 (human) inhibition | recombinant hK5, fluorogenic AMC substrate cleavage | inhibition, % at 5 µM | 210,000 compounds, 0.59% hits;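 active = inhibition of 40% or more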;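 note: 0% = enzyme controls without compound and 100% = no-enzyme blanks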
Target sequence (Q9Y337 67-293 limits assumed): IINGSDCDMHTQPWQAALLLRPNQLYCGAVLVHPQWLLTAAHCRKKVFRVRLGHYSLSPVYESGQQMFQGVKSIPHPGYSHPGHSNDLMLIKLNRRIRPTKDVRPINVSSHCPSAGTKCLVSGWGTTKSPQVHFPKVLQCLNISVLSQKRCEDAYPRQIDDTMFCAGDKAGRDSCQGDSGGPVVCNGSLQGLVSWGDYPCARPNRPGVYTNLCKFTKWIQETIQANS
Starred values were filed as active, the others as inactive; i = inactive; · = not tested or not shown; & = joins results of further samples; [ ] = dose if it differs, or a comment. The list is partial (hit frequency here may not be typical).

Order of results – PERK inh	FXIa inh 1536	p97 ATPase inh	KCC2 mod	FXIIa inh	Furin inh	Thrombin inh	Wee1 stabilizer	hK5 inh
CN1CCN2c3ccc(N)cc3CC3(C(=O)NC(=O)NC3=O)C2C1 (stereo unspecified)
  0.0	-2	-4	0.08	7	-8	-4	2	32
CN1C(=O)N(C)C(=O)C(CCc2ccncc2)(CCc2ccncc2)C1=O
  0.5	-4	5	0.27	6	-29	-9	0	-1
NC(=S)N/N=C/c1coc2ccccc2c1=O
  1.1	4	-2	-1.8	1	-10	5	5	-4
O=[N+]([O-])c1ccc(-c2ccccc2)c([As](=O)(O)O)c1
  0.4	-5	-1	0.41	11	-3	2	2	11
CCOC(=O)c1c(N)n(Cc2ccco2)c2nc3ccccc3nc12
  -0.6	-8	7	·	-2	-25	-7	0	-161
CC1CCC/C=C/C2CC(O)CC2C(O)/C=C/C(=O)O1 (stereo unspecified)
  -3.8	1	-4	·	2	-19[20 µM]	1	-4	6
CCOc1ccccc1-n1c(O)c(C=NCCCn2ccnc2)c(=O)[nH]c1=O
  0.6	1	7	-0.77	8	-19	-4	4	1
Cc1ccccc1OP(N)(=O)Oc1ccccc1C
  0.7	-3	1	-2	3	-31	-6	0	1
CCC[N+]12CCC(CC1)C(=C(c1ccccc1)c1ccccc1)C2
  0.9	6	2	0.25	14	-31	1	-1	-20
Cc1ccc2c(c1)C1CN(C)CCC1N2C(=O)c1ccc(Br)o1 (stereo unspecified)
  -1.6	0	2	-0.66	5	-5[20 µM]	-6	1	-6
CN1CCC(N(C)c2ncnc3ccc(Br)cc23)CC1
  0.2	-4	5	-0.51	4	-15[20 µM]	-4	0	1
CCC(=O)N1c2ccc(S(=O)(=O)CCC(=O)N3CCC4(CC3)OCCO4)cc2CC1C (stereo unspecified)
  -0.7	-23	-1	·	10	-12	-6	0	5
CN1C(=O)NC(=O)/C(=C/c2ccc([N+](=O)[O-])s2)C1=O
  0.2	-1	0	0.033	6	-10	-4	-2	-2
CCNC(=O)[C@H]1O[C@@H](n2cnc3c(N)ncnc32)[C@H](O)[C@@H]1O
  1.4	·	3	-1.4	·	·	·	3	·
COC(=O)C(O)(c1c(C)[nH]c2ccccc12)C(F)(F)F (stereo unspecified)
  0.3	6	3	0.18	12	-9[20 µM]	2	4	0
Cc1ccccc1-n1c(O)c(/C=N/c2nccs2)c(=O)[nH]c1=O
  0.8&-0.6	-2&8	9&6	0.32&0.85	5&16	-28&-4	9&0	-1&-1	-3&-12
CC(C)c1ccc(N=Nc2c(O)[nH]c(=O)[nH]c2=O)cc1
  0.6	0	-2	0.11	7	-19	-3	7	2
CCCCn1c(=O)c(C(=O)NCc2ccncc2)c(O)c2ccccc21
  1.2	8	1	-2.1	16	-18	3	-3	11
CCOC(=O)c1c(/N=C/C2C(=O)NC(=S)NC2=O)sc(C)c1C
  0.3	4	4	-1.3	9	7	·	-3	1
CC(=NCC1CCCO1)c1c(O)n(C)c(=O)n(C)c1=O (stereo unspecified)
  1.2	0	3	-0.0013	14	-20	1	-1	-19
CCN1/C(=C\C=C\C2=[N+](CC)c3ccccc3C2(C)C)C(C)(C)c2ccccc21
  -4.3	-11	-38	i	19	-14[20 µM]	4	-2	12
O=C(c1ccc2c3c(cccc13)CC2)C1CCCN(Cc2ncc[nH]2)C1 (stereo unspecified)
  -0.1	-4	0	0.14	6	-24	-13	1	0
Cc1cc(OC(=O)c2ccco2)c2c3c(c(=O)oc2c1)CCCC3
  1.3	9	-2	-2.2	20	-6[20 µM]	-5	1	-21
O=C1NC(=O)N(Cc2ccccc2)C(=O)/C1=C/c1cnn(-c2ccccc2)c1
  0.7	-2	0	0.015	10	-7	-10	-2	-7
N#Cc1cc2c(nc1SCC(=O)Nc1ccc(Cl)cc1)C1CCN2CC1
  0.7	-3	5	-0.45	9	-23	2	0	-22
CCOc1c(Cl)cc(CNC(C)C(O)c2ccccc2)cc1OC (stereo unspecified)
  -0.9	-4	-4	1.6	-1	-13	-13	-4	-3
COc1ccc(-n2c(O)c(/C=C/C=Nc3ccccc3)c(=O)[nH]c2=O)cc1
  -1.6	-4	0	i	5	15	-4	-1	-14
CN1CCN(S(=O)(=O)c2ccc(Cl)nc2)CC1
  0.5	8	5	1.5	9	-4	4	0	-2
CC(=NCCN1CCOCC1)c1c(O)n(C2CCCCC2)c(=O)[nH]c1=O
  -1.1	-9	-4	-0.32	2	-3	0	-2	-6
CCN1C(=O)CC(c2cccnc2)=Nc2ccccc21
  0.8	-6	2	·	-3	-6	3	0	-4
Cc1cc(OCC(=O)OC(C)C)c2c3c(c(=O)oc2c1)CCCC3
  -1.0	3	-2	·	12	-19	4	0	8
CC(=NCCC(c1ccccc1)c1ccccc1)c1c(O)n(C)c(=O)n(C)c1=O
  0.5	1	4	-1.1	4	5	-11	2	4
O=[N+]([O-])c1cccc(CN2CCN(Cc3ccc(Br)cc3)CC2)c1
  -0.1	32	-9	-1	25	-7	-11	5	19
NC(Cc1ccccc1)c1nc(-c2ccccc2)no1 (stereo unspecified)
  0.6	-2	-3	-1.1	13	-23	-1	3	-1
Cc1ccc(N2C(=O)NC(=O)/C(=C/c3ccoc3)C2=O)cc1
  1.1	5	13	0.29	7	-21	-1	-3	4
COc1ccc(C2(C#N)CCN(C)CC2)cc1
  1.4	5	5	-0.57	9	-23	-4	-2	-12
CCCCn1c(O)c(/C=N/NC(=O)c2ccncc2)c(=O)[nH]c1=S
  -0.9	1	6	-0.22	4	8	-2	0	-22
CC(=O)Nc1ccc(OCCF)cc1
  0.5	-1	-3	0.68	7	-13	2	2	-7
CC(=NCCCn1ccnc1)c1c(O)n(C)c(=O)n(C)c1=O
  -0.5	1	1	0.79	4	-2	-1	-2	-9
Cc1nn(CCC#N)c2c1P(=S)(N1CCCC1)OC(c1ccc(F)cc1)=N2 (stereo unspecified)
  1.1	-7	-3	0.18	6	-15	-3	-4	-16
Cc1cccc(-n2c(C)nc3ccccc3c2=O)n1
  0.0	2	0	0.49	10	-18[20 µM]	3	-1	-8
O=C1NC(=O)C(C/C=C/c2ccccc2)C(=O)N1
  0.0	-6	4	-0.93	8	-26	3	-2	-3
Cc1nn(Cc2ccccc2Cl)c(Cl)c1C(=O)OCC(=O)NC(=O)NC1CCCCC1
  0.5	4	1	-0.57	12	-4	-2	-1	-22
Cc1ccc(-n2c(O)c(C=NCCN(C)C)c(=O)[nH]c2=O)cc1
  -0.1	1	5	0.29	9	-17	-2	1	-6
COc1ccc(CN2CCN(c3ccccc3)CC2)c(C)c1C
  0.3	-4	3	-0.069	18	-22	2	-2	-21
O=C(O)C12C3CCCC1C32c1ccccc1 (stereo unspecified)
  -0.1	-4	1	0.69	10	-37	-5	-5	-1
CC(C(N)=O)N1CC(c2ccc(Cl)cc2)CC1=O (stereo unspecified)
  0.5	3	1	·	9	-27	3	2	6
C=C1C(=O)O[C@H]2C[C@@H](C)[C@@H]3C=CC(=O)[C@@]3(C)C[C@H]12
  ·	-1	·	0.36	4	-22	-1	·	-1
Cc1cccc(-n2c(O)c(/C=N/N3CCOCC3)c(=O)[nH]c2=S)c1
  0.6	5	3	1.1	16	5	-6	6	-10
Cc1nn(Cc2ccccc2)c(C)c1C(=O)NC1CCCc2ccccc21 (stereo unspecified)
  -0.3	-3	-2	-1.3	4	-19	-10	2	-6

(continued)
Order of results – PERK inh	FXIa inh 1536	p97 ATPase inh	KCC2 mod	FXIIa inh	Furin inh	Thrombin inh	Wee1 stabilizer	hK5 inh
CCCCSP1(=S)NCCCO1 (stereo unspecified)
  0.7	1	0	·	13	-20	2	-2	3
CCn1ccnc1CN1CCCC(C(=O)c2cccc(C(F)(F)F)c2)C1 (stereo unspecified)
  -0.3	0	-1	·	7	-18	-4	2	·
CCN(CC)c1ccc(CNCCc2ccc(F)cc2)cc1
  -0.2	-3	1	0.24	9	-21	-6	-2	3
NP(=O)(OCC(F)(F)F)Oc1cccc2ccccc12 (stereo unspecified)
  1.5	22	-2	0.095	6	-3	0	-3	-5
Nc1nonc1C(=O)N/N=C/c1ccc([N+](=O)[O-])o1
  0.8	-4	9	1.1	12	-19	-10	-1	-2
O=C(N/N=C/c1c(O)n(Cc2ccccc2)c(=O)[nH]c1=O)c1ccncc1
  0.6	5	8	-0.31	15	3	3	-1	-13
COc1ccc(OC)c(NC2=NCCS2)c1
  0.5	-2	-1	0.51	4	-14	-3	3	-3
CNC(C(=O)c1ccccc1)C(OC(C)C)c1ccc(Cl)cc1 (stereo unspecified)
  -0.6	-1	-10	-0.041	8	2[20 µM]	1	1	-8
OC(c1ccccc1)(c1ccc(Cl)cc1)C1CN2CCC1CC2 (stereo unspecified)
  0.1	-6	16*	0.1	4	-13	-2	1	-3
O=c1[nH]c(=O)n(CCC2=CCCCC2)c(O)c1/C=N/N1CCOCC1
  -0.9	3	6	0.34	4	0	-3	2	2
O=C(CCCN1CCC2(CC1)C(=O)NCN2c1ccccc1)c1ccc(F)cc1
  -1.1	7	3	-0.0068	13	-20	·	1	-3
CCCCc1nc2ccccc2c(=O)n1-c1ccc(O)cc1
  0.8	-2	1	·	-4	-17[20 µM]	-2	0	3
COc1cccc(CCNCc2ccc(SC)cc2)c1
  0.3	2	-2	-0.13	9	-12	-4	4	-2
O=C1CN=C(c2ccc(Cl)cc2)c2oc3ccccc3c2N1
  -0.5	-2	-4	0.63	4	-13	-6	1	-3
Cc1nc2ccccc2c(=O)n1-c1ccccc1C(F)(F)F
  -0.6	-3	-3	1	24	-10[20 µM]	14	-2	-7

Screens: PubChem, several laboratories
